Bim-Bfl-1 = human Bim-Bfl-1 interaction inhibition; Q16548; 190,000 compounds, 0.12% hits; inhibition, % at 10 µM; Bead-based flow cytometry, Bim-Bfl-1 binding inhibition;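 also: 0% = wells without compound plus tracer and 100% = blocker peptide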
RGS4-Gao reg = human RGS4-Galphao interaction regulation; P09471; Multiplexed bead flow cytometry, RGS4-Galphao binding; actives lie on both sides; binding response (% of control), % at 10 µM; 220,000 compounds, 0.33% hits; in the data active = binding response below about 49% or above about 150%; inactive = in between;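 also: fluorescent Galphao activated with aluminum fluoride binding bead-coupled RGS4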
ABCG2 block = human ABCG2 inhibition, ABCB1 as counter-screen; Q9UNQ0; IgMXP3 cells, JC-1 efflux, flow cytometry; inhibition, % at 6.6 µM; 190,000 compounds, 0.1% hits; AID 1325;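 active = inhibition above 80%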;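 also: 0% = DMSO and 100% = nicardipine control wells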
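Times: 10 min at 25 °C | Test system: Two drug-resistant human cell lines, ABCG2 and ABCB1 | Quantity: 3 million cells/mL final, two lines in 1:1 ratio | Signal: Flow cytometry, 530 nm JC-1 signal | Dosing: Compound at 6.6 µM | Controls: Nicardipine and DMSO wells | Reagent: JC-1 as fluorescent efflux pump substrate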
Bim-Bcl-B = human Bim-Bcl-B interaction inhibition. bead-based flow cytometry, Bim peptide-Bcl-B binding. 190,000 compounds, 0.073% hits. inhibition, % at 10 µM. Q9HD36. AID 951;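 also: 0% = tracer peptide without compound and 100% = reference inhibitor peptide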
Bim-Bcl-2 = inhibitors of Bim-Bcl-2 interaction, human | inhibition, % at 10 µM | Bead-based flow cytometry, Bim peptide-Bcl-2 binding | 190,000 compounds, 0.06% hits | AID 950; in the data active = inhibition above about 40%; inconclusive = no clear call, values can overlap the other calls;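 also: 0% = no compound wells with probe peptide and 100% = reference peptide inhibitor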
Mcl-1 Bim block = human Bim-Mcl-1 interaction inhibition | Q07820 | Bead-based flow cytometry, Bim peptide-Mcl-1 binding | inhibition, % at 10 µM | 190,000 compounds, 0.1% hits;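 also: 0% = no compound tracer wells and 100% = peptide blocker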
Bim-Bcl-XL = inhibitors of Bim-Bcl-XL interaction, human | Q07817 | Bim peptide-Bcl-XL binding, bead flow cytometry, fluorescence | inhibition, % at 10 µM | 190,000 compounds, 0.04% hits | AID 1007
RGS8-Gao reg = modulates binding of RGS8 to human Galphao. 220,000 compounds, 0.34% hits. P09471. response (percent of control binding), % at 10 µM. multiplexed bead flow cytometry; actives lie on both sides; in the data active = response below about 60% or above about 140%; inactive = in between;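 also: Galphao activated as the GDP aluminium fluoride complex binding bead-coupled RGS8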
ABCB1 inh = inhibitors of human ABCB1 transporter, ABCG2 counter-screen; CCRF-Adr cells, JC-1 efflux, flow cytometry; inhibition, % at 6.6 µM; 190,000 compounds, 0.067% hits; AID 1326; in the data active = inhibition above about 40%;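 also: 0% = vehicle and 100% = reference inhibitor; higher value means more JC-1 retained so stronger ABCB1 efflux block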
Target sequence (P08183 whole entry, looked up): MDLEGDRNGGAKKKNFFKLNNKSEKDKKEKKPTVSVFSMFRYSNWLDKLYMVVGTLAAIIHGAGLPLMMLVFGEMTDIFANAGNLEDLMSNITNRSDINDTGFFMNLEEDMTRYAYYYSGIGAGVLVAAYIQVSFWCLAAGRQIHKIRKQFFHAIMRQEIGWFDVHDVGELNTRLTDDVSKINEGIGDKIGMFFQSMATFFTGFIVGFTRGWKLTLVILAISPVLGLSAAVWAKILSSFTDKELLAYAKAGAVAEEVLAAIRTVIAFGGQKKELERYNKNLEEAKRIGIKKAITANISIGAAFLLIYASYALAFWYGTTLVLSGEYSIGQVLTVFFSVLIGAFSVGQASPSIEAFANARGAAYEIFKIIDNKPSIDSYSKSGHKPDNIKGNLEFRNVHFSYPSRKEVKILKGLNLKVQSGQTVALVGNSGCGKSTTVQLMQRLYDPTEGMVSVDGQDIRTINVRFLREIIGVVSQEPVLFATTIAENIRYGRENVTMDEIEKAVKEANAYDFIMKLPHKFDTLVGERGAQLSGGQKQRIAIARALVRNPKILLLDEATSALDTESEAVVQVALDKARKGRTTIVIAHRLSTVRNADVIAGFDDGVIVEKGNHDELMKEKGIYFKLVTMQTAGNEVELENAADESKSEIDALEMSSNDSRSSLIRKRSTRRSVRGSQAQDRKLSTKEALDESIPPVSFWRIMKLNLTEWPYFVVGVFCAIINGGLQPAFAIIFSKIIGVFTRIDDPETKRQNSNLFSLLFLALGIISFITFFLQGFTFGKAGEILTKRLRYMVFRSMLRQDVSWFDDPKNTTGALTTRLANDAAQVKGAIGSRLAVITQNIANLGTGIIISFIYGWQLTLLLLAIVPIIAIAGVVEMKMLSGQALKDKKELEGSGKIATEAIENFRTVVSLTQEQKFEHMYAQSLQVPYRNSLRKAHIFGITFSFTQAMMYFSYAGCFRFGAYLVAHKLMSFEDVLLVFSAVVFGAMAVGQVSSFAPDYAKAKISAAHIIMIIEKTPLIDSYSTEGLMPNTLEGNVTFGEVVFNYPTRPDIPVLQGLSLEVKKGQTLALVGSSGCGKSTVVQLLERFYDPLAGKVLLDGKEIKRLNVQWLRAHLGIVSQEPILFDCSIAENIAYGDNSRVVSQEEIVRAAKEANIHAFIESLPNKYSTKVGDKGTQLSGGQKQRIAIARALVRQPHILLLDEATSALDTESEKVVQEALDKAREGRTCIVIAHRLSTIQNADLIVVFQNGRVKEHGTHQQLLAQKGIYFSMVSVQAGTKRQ
RGS7-Gao = regulators of human RGS7-Galphao interaction. Multiplexed bead flow cytometry, RGS7-Galphao binding; actives lie on both sides. binding response (% of control), % at 10 µM. 220,000 compounds, 0.35% hits. AID 1439; in the data active = binding response below about 49% or above about 150%; inconclusive = no clear call, values can overlap the other calls; inactive = in between;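 also: fluorescent Galphao held in activated GDP-AlF4 state binding bead-coupled RGS7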
Bim-Bcl-W = human Bim-Bcl-W interaction inhibition. Q92843. bead-based flow cytometry, Bim peptide-Bcl-W binding. inhibition, % at 10 µM. 190,000 compounds, 0.02% hits. AID 952;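 also: 0% = bound tracer without compound and 100% = peptide blocker; higher means less fluorescent Bim peptide bound to Bcl-W beads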
Active calls of the source: *; u = inconclusive. Rule as the data show it, unless noted: active = inhibition above about 40%. Random draw from the library; any-hit rate near 0.94%.

SMILES	Bim-Bfl-1	RGS4-Gao reg	ABCG2 block	Bim-Bcl-B	Bim-Bcl-2	Mcl-1 Bim block	Bim-Bcl-XL	RGS8-Gao reg	ABCB1 inh	RGS7-Gao	Bim-Bcl-W
COC(=O)c1nc(-c2ccc(C)cc2)oc1N(C)C	0	102	4	-2	3	-1	-2	98	0.1	99	0
O=C(Nc1ccccc1)c1ccc(COc2ccccc2)cc1	-3	93	2	-1	-2	0	-1	94	0.0	93	-4
COC(=O)c1ccc(NC(=S)NC2CC(C)(C)NC(C)(C)C2)cc1	-6	100	10	-13	-3	-7	-5	103	1.1	102	-5
Cc1cccc(NC(=O)c2ccc(CN3CCc4ccccc4C3)cc2)c1C	-4	98	9	0	-2	-1	-1	98	0.8	93	0
COc1ccc(C2C(C(=O)Nc3ccc(F)cc3)=C(C)Nc3nc(CCCO)nn32)cc1 (stereo not drawn)	-11	99	1	-7	-7	0	-4	96	0.6	102	0
Cc1csc(SCc2c(C(=O)O)oc3ccccc23)n1	-4	105	-1	-5	-2	-3	-2	103	0.0	100	-4
CC1CCCCN1C(=O)CSc1nnc(-c2ccc(Cl)s2)o1 (stereo not drawn)	-18	99	49	-7	-12	-1	-7	98	1.2	101	-4
Cc1nc2cc(C(=O)NCCN3CCOCC3)ccc2n1-c1ccc(F)cc1F	-12	98	-2	-8	-5	0	-2	100	-0.3	98	0
O=C(NCCc1cccs1)C12CN(Cc3ccccc3)CC1C(c1cccc([N+](=O)[O-])c1)=NO2 (stereo not drawn)	1	100	8	0	1	0	5	99	2.6	100	-3
c1ccc(CCn2nnnc2CN2CCN(C3CCCC3)CC2)cc1	-17	117	2	-7	-12	-5	-16	122	0.4	120	0
O=C1NC(=O)[C@@H]2C3c4ccccc4C=CN3[C@H](C(=O)c3cccs3)[C@H]12 (stereo partly drawn)	4	76	2	-2	2	4	-2	83	0.0	75	1
CN(C)/C=C(\C#N)S(=O)(=O)c1ccccc1	-2	105	-4	-4	-3	0	0	101	-0.8	108	0
COc1ccccc1CNC(=O)c1ccccc1N(C)S(C)(=O)=O	-10	104	0	-6	-2	3	-6	102	0.0	106	0
O=C(N/N=C/c1cccc([N+](=O)[O-])c1O)c1cccs1	-7	65	23	-7	-6	-3	-8	72	-0.4	61	-4
CCOC(=O)Cn1nc(C)n(-c2ccc(C(C)(C)C)cc2)c1=O	0	103	4	-5	1	1	0	100	0.2	101	1
Cc1cc(C(C)(C)C)cc(C)c1COC(=O)C1CCC(=O)N1 (stereo not drawn)	-2	98	1	-3	-5	-5	-4	99	0.2	99	-5
COc1cc(C(c2sc3nc(C)nn3c2O)N2CCC3(CC2)OCCO3)cc(OC)c1OC (stereo not drawn)	-14	104	4	-5	-6	-2	-4	107	0.7	105	-2
CCOC(=O)c1ccc(Nc2ncnc3ccccc23)cc1	-11	100	3	-7	0	0	-3	101	0.5	100	0
C=C(C)C1CC=C(C)/C(=N/NC(=O)COc2cccc3ccccc23)C1 (stereo not drawn)	0	99	2	0	2	-2	0	104	-0.1	100	-1
O=C(NC(=S)NCCN1CCOCC1)c1ccc(Cl)cc1Cl	-10	97	0	-7	-8	0	1	101	0.0	99	-2
Cc1ccc(C(=O)N/C(=C\c2ccc(-c3ccc(Br)cc3)o2)C(=O)NCCCN(C)C)cc1	-4	101	1	-7	0	-1	-1	102	0.0	u	-2
O=C(NC(=S)Nc1ccc(S(=O)(=O)N2CCCC2)cc1)c1cccs1	-2	99	-5	-14	-7	-9	-12	104	-1.0	103	-4
CCC(=O)OCC(=O)Nc1ccc(OC)cc1[N+](=O)[O-]	-4	100	2	0	-5	0	-2	98	-0.6	103	-4
CCC(C)(C)NC(=O)c1cc([N+](=O)[O-])ccc1N1CCCCC1	-2	98	2	-6	-3	-4	-5	102	0.2	99	-3
O=C(CCN1C(=O)/C(=C/c2ccc3c(c2)OCO3)SC1=S)NNC(=O)c1cccnc1	6	103	-1	-14	2	-21	-10	108	0.1	104	-2
COc1ccc(C2=CC(c3c(C)nn(-c4ccccc4)c3Cl)n3nnnc3N2)cc1OC (stereo not drawn)	2	105	2	-2	0	-1	0	99	0.7	107	-1
Cc1cc(C)cc(N(C(=O)CNC(=O)c2ccco2)C(C(=O)NC2CCCC2)c2cccnc2)c1 (stereo not drawn)	-17	103	11	-10	-11	-4	-5	101	-0.1	106	-1
COc1c(/C=N/NC(=O)c2ccccc2O)c(CCN(C)C(C)=O)cc2c1OCO2	9	86	15	20	6	21	18	85	1.4	85	13
O=C(NCCc1csc(-c2ccc(C(F)(F)F)cc2)n1)c1cccs1	-3	107	8	-6	-5	0	-3	104	0.6	102	0
CCCCn1c(=O)c(C(=O)c2ccccc2)nc2ccccc21	0	102	5	0	-1	-2	-5	99	1.2	101	-3
COc1ccc(-c2[nH]ncc2-c2csc(C)n2)c(O)c1	-3	99	16	-10	-7	-2	-3	99	0.9	99	-3
COc1ccc(Cl)cc1NC(=O)CCc1nc(-c2ccccc2F)no1	-3	104	8	-3	-3	-2	0	103	0.5	u	1
CCN(CC)S(=O)(=O)c1ccc2c(c1)c(=O)c(C(=O)NCCCN(C)c1ccccc1)cn2C	4	97	0	-9	-5	0	1	99	-0.2	99	11
CCOCC(=O)Nc1sc2c(c1C(=O)OCC)CCCC2	-24	100	104*	-9	-11	-6	-7	100	2.2	100	-10
COCCN1CCn2c(nc3cc(NC(=O)c4ccc(OC)cc4)ccc32)C1	0	102	2	-1	-1	-3	1	103	0.0	103	-1
CCN(CC)S(=O)(=O)c1cccc(C(=O)N/N=C/c2ccccn2)c1	1	101	1	-5	-5	-4	-3	100	0.3	101	-4
Cc1cc(C(=O)Nc2c(C)n(C)n(-c3ccccc3)c2=O)cs1	-8	95	1	-8	-5	-1	1	97	0.2	95	-2
Cc1sc2ncnc(Sc3ccccc3C(=O)Nc3ccc(Br)cc3)c2c1C	-1	103	5	-4	-7	0	-3	100	1.3	101	-2
CSc1ccc(/C=C/C(=O)OCC(=O)N(C)CCC#N)cc1	-5	102	1	-8	-2	0	-3	103	0.2	u	-1
Fc1ccc(-n2nnc(-c3nccs3)n2)cc1	-2	99	2	-6	0	1	0	100	0.4	94	-1
COC(=O)c1ccc(NC(=O)C(OC)c2ccccc2)cc1 (stereo not drawn)	-3	90	0	-3	0	0	-2	94	-0.2	u	-2
COc1ccc(NC(=O)/C(C#N)=C\c2cc(C)n(-c3ccc(Oc4ccc([N+](=O)[O-])cn4)cc3)c2C)cc1	-11	89	3	-7	-9	-2	0	98	0.7	81	1
CCCNCCC(c1ccco1)c1ccccc1OC (stereo not drawn)	1	100	1	0	0	1	-2	101	0.1	98	-1
CCc1ccc(C(=O)NCc2cccs2)s1	-2	102	12	-4	2	0	-2	101	0.7	99	0
COc1ccc(/C=C/c2nc(-c3ccccc3O)n[nH]2)cc1OC	-6	102	17	-4	-8	-5	-5	103	-0.2	104	-4
COC(=O)c1ccc(CSc2nc(N)cc(N)n2)cc1	-15	104	1	-6	-6	-2	-9	102	0.2	106	4
Cc1cc(C)nc(NC2=NCC(=O)N2c2cc(Cl)cc(Cl)c2)n1	-7	101	8	-5	-8	-2	-6	98	1.4	97	-5
COc1ccc(N2CC(O)=C(c3nc(C)cs3)C2=N)cc1	-12	102	2	-4	-5	4	3	99	0.6	104	2
O=C(OCC(=O)N1CCN(C(=O)c2ccco2)CC1)c1ccccc1C(=O)c1ccc(Cl)cc1	-9	91	3	-5	-3	1	-1	96	2.1	92	0
Cc1ccc(NC(=O)CS(=O)CC(=O)NCC2OCCc3ccccc32)c(C)c1 (stereo not drawn)	0	101	1	-3	-2	0	0	103	0.2	102	-1
Cc1ccc(C(=O)C(OC(=O)c2cnccn2)c2ccccc2)cc1C (stereo not drawn)	0	94	38	-6	0	-2	-4	97	4.7	100	-1
Cc1ccc(N2C(=O)CC(NNC(=O)c3cccc(S(=O)(=O)N4CCCC4)c3)C2=O)cc1 (stereo not drawn)	-6	98	-9	-4	-7	-3	-4	98	-0.5	99	0
O=C1N(Nc2ccccc2)C(c2ccc(Br)cc2)C12CCCC2 (stereo not drawn)	-20	97	16	-12	-11	-4	-7	99	1.4	99	-4

Full records as entered above. Order of values: Bim-Bfl-1 | RGS4-Gao reg | ABCG2 block | Bim-Bcl-B | Bim-Bcl-2 | Mcl-1 Bim block | Bim-Bcl-XL | RGS8-Gao reg | ABCB1 inh | RGS7-Gao | Bim-Bcl-W
Profile of Cc1ccc(N2C(=O)CC(NNC(=O)c3cccc(S(=O)(=O)N4CCCC4)c3)C2=O)cc1 (stereo not drawn) → -6 | 98 | -9 | -4 | -7 | -3 | -4 | 98 | -0.5 | 99 | 0
Profile of COC(=O)c1ccc(NC(=O)C(OC)c2ccccc2)cc1 (stereo not drawn) → -3 | 90 | 0 | -3 | 0 | 0 | -2 | 94 | -0.2 | u | -2

Entries from the list above with an aryl methoxy group, in the order listed:
SMILES	Bim-Bfl-1	RGS4-Gao reg	ABCG2 block	Bim-Bcl-B	Bim-Bcl-2	Mcl-1 Bim block	Bim-Bcl-XL	RGS8-Gao reg	ABCB1 inh	RGS7-Gao	Bim-Bcl-W
COc1ccc(C2C(C(=O)Nc3ccc(F)cc3)=C(C)Nc3nc(CCCO)nn32)cc1 (stereo not drawn)	-11	99	1	-7	-7	0	-4	96	0.6	102	0
COc1ccccc1CNC(=O)c1ccccc1N(C)S(C)(=O)=O	-10	104	0	-6	-2	3	-6	102	0.0	106	0
COc1cc(C(c2sc3nc(C)nn3c2O)N2CCC3(CC2)OCCO3)cc(OC)c1OC (stereo not drawn)	-14	104	4	-5	-6	-2	-4	107	0.7	105	-2
CCC(=O)OCC(=O)Nc1ccc(OC)cc1[N+](=O)[O-]	-4	100	2	0	-5	0	-2	98	-0.6	103	-4
COc1ccc(C2=CC(c3c(C)nn(-c4ccccc4)c3Cl)n3nnnc3N2)cc1OC (stereo not drawn)	2	105	2	-2	0	-1	0	99	0.7	107	-1
COc1c(/C=N/NC(=O)c2ccccc2O)c(CCN(C)C(C)=O)cc2c1OCO2	9	86	15	20	6	21	18	85	1.4	85	13
COc1ccc(-c2[nH]ncc2-c2csc(C)n2)c(O)c1	-3	99	16	-10	-7	-2	-3	99	0.9	99	-3
COc1ccc(Cl)cc1NC(=O)CCc1nc(-c2ccccc2F)no1	-3	104	8	-3	-3	-2	0	103	0.5	u	1
COCCN1CCn2c(nc3cc(NC(=O)c4ccc(OC)cc4)ccc32)C1	0	102	2	-1	-1	-3	1	103	0.0	103	-1
COc1ccc(NC(=O)/C(C#N)=C\c2cc(C)n(-c3ccc(Oc4ccc([N+](=O)[O-])cn4)cc3)c2C)cc1	-11	89	3	-7	-9	-2	0	98	0.7	81	1
CCCNCCC(c1ccco1)c1ccccc1OC (stereo not drawn)	1	100	1	0	0	1	-2	101	0.1	98	-1
COc1ccc(/C=C/c2nc(-c3ccccc3O)n[nH]2)cc1OC	-6	102	17	-4	-8	-5	-5	103	-0.2	104	-4
COc1ccc(N2CC(O)=C(c3nc(C)cs3)C2=N)cc1	-12	102	2	-4	-5	4	3	99	0.6	104	2
